NPY2 pot ag = NPY-Y2 potentiators or agonists, primary screen, cell-based | AID 1359, 2008 | activation, % at 3.6 µM | hit rate 0.45% among 220,000 | cells expressing NPY-Y2, potentiator/agonist read-out; in the data active = activation above about 27%;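 note: cells stimulated with NPY near EC25 plus isoproterenol at EC100; 0% = vehicle plus submaximal agonist and 100% = vehicle plus saturating agonist; some results beyond the cut were filed as inactive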
Target sequence (P49146 whole entry, looked up): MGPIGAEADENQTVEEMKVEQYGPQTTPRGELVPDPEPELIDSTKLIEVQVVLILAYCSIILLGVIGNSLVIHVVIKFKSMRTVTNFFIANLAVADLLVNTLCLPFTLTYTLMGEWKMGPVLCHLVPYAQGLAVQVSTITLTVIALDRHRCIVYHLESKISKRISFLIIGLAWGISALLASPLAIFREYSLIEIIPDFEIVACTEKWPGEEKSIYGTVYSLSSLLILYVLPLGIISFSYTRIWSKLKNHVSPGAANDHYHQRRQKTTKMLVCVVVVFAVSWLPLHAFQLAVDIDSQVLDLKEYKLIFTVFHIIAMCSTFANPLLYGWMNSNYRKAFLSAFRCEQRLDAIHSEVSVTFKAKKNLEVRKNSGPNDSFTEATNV
NCF1 inh = p47phox/p22phox peptide binding inhibitors, primary screen, biochemical, uHTS, NADPH oxidase regulatory subunit | fluorescence polarization, 2 h | Neutrophil cytosol factor 1 (Homo sapiens), P14598 | hit rate 0.53% among 220,000 | inhibition, % at 24.7 µM;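 active = inhibition above about 30%, limit read from the data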;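 note: 0% = p47phox with labelled peptide and 100% = labelled peptide alone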
Target sequence (P14598 whole entry, looked up): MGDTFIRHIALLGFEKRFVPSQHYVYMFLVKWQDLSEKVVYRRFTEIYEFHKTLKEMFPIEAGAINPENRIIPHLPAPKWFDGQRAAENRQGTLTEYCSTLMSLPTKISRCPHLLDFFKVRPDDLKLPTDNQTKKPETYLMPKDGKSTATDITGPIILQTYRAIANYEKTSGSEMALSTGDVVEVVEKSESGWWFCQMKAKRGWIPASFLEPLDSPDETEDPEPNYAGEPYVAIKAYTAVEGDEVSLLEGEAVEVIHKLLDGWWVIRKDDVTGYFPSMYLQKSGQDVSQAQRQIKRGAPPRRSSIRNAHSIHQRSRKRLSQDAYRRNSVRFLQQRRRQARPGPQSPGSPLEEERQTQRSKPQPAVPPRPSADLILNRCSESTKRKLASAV
NPY-Y1 PAM-ag = NPY-Y1 receptor potentiators or agonists, primary screen, cell-based; NPY-Y1 expressing cells, potentiator/agonist activation; activation, % at 3.6 µM; hit rate 0.37% among 220,000; in the data active = activation above about 33%, passing the limit was not always enough;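 note: cells stimulated with NPY at EC10 then isoproterenol at EC100; 0% = low agonist plus stimulus and 100% = saturating agonist plus stimulus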
S1P4 antag = S1P4 receptor antagonists, primary screen, cell-based; AID 1510, 2009; S1P4-expressing cells, antagonist mode, reporter read-out; hit rate 0.26% among 220,000; inhibition, % at 4.98 µM; in the data active = inhibition above about 29%;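 note: 0% = wells stimulated with agonist and 100% = vehicle wells without agonist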
CHOP inhibitor = inhibitors of CHOP promoter induction, primary screen, cell-based, unfolded protein response, luciferase reporter | CHO-K1 CHOP-promoter luciferase, tunicamycin-induced, 15-18 h | inhibition, % at 10 µM | hit rate 3.8% among 220,000 | AID 2732, 2010;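 active = compounds that reduced the stress-induced luciferase reporter signal by more than about 70% of percent inhibition, limit read from the data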;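 note: 0% = tunicamycin plus vehicle and 100% = wells without tunicamycin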
NPY-Y1 antag = NPY-Y1 receptor antagonists, primary screen, cell-based; HEK293-CNG Y1 cells, membrane potential fluorescence; NPY at EC95, then isoproterenol; Neuropeptide Y receptor type 1 (Homo sapiens), P25929; inhibition, % at 3.6 µM; hit rate 1% among 200,000;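 active = inhibition above the campaign mean inhibition of all tested compounds plus 3 SD, cut at about 20% in these data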;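 note: 0% = DMSO wells given NPY plus isoproterenol and 100% = isoproterenol alone without NPY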
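Material: HEK293 cells co-expressing NPY Y1 receptor and cyclic-nucleotide gated channel. Timing: compound incubation 1 h at room temperature, readout 45 min post-stimulation. Signal: fluorescence, membrane potential probe.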
S1P4 agonist = S1P4 receptor agonists, primary screen, cell-based; Sphingosine 1-phosphate receptor 4 (Homo sapiens), O95977; S1P4-expressing cell line, agonist reporter assay; activation, % at 4.98 µM; hit rate 0.35% among 220,000; AID 1509, 2009; in the data active = activation above about 11%;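 note: 0% = DMSO vehicle and 100% = reference agonist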
BaF3 parental = parental Ba/F3 cell viability inhibition, counter-screen for JAK2V617F inhibitor project, murine pro-B, CellTiter-Glo luminescence | CellTiter-Glo ATP luminescence | inhibition, % at 5.6 µM | hit rate 1.1% among 220,000;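 active = inhibition above a per-campaign cutoff, the mean inhibition of all tested compounds plus 3 SD, cut at about 27% in these data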;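 note: 0% = DMSO wells and 100% = JAK Inhibitor I control wells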
Ba/F3 V617F tox = reduced viability of JAK2V617F-dependent Ba/F3 cells, primary screen, JAK2V617F inhibitor project, cell-based, Ba/F3 EpoR-JAK2V617F, luminescence. ATP luminescence. inhibition, % at 5.6 µM. hit rate 1.1% among 220,000;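 active = inhibition above the campaign mean plus 3 SD over all tested compounds, cut at about 24% in these data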;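 note: cytokine-independent growth of Ba/F3 cells driven by EpoR plus mutant JAK2; 0% = DMSO-treated cells and 100% = JAK inhibitor I control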
The depositor's hits bear a star; x = not tested or not shown.

The line under a structure holds: NPY2 pot ag, NCF1 inh, NPY-Y1 PAM-ag, S1P4 antag, CHOP inhibitor, NPY-Y1 antag, S1P4 agonist, BaF3 parental, Ba/F3 V617F tox
- COc1cc2c(cc1NC(=S)Nc1cccc3ccccc13)oc1ccccc12
    8, -10, -4, -4, 41, 6, -2.4, 1, -5
- CCS(=O)(=O)N1CCN(Cc2ccc([N+](=O)[O-])cc2)CC1
    -16, -1, -11, -18, -1, 5, 0.9, 4, -2
- O=C(O)c1ccc(N=NN2CCOCC2)cc1
    -3, -17, -17, -22, -1, 2, 1.6, 11, 2
- CN(C)c1ccc2c(c1)Sc1cc(N(C)C)ccc1N2C(=O)c1ccccc1
    -2, -11, 4, 13, 6, x, 1.1, 1, -1
- Nc1c(S(=O)(=O)c2cccc(Cl)c2)c2nc3ccccc3nc2n1CCN1CCOCC1
    20, -18, 19, -4, 7, -6, 1.1, 4, -1
- Cc1cc(C(C)(C)C)oc1C(=O)N(CC(=O)NC1CCCC1)Cc1ccc(Cl)cc1
    -10, 0, -5, -7, -6, 28*, -1.4, 0, -3
- CCC(C)(C(=O)NC1CCCCC1)N(C(=O)CC1NC(=O)NC1=O)c1c(C)n(C)n(-c2ccccc2)c1=O (stereo not given)
    7, -8, 0, -3, -12, -4, -0.4, 5, -1
- COc1cc([N+](=O)[O-])ccc1NC(=O)CN1CCOCC1
    1, 2, 12, -6, 7, -1, -0.2, 4, 1
- COC(=O)c1sc(N2C(=O)C(=O)/C(=C(/O)c3ccc(C)cc3)C2c2ccco2)nc1C (stereo not given)
    5, -23, 9, -13, -34, x, -0.5, -7, -1
- COC(=O)c1cc(C#N)c(Oc2cccc(C)c2C)nc1C
    7, 1, -20, -16, 44, -5, -0.9, 4, 1
- O=S(=O)(NC1CCN(Cc2ccccc2)CC1)c1ccc2ccccc2c1
    -9, -2, -17, 4, 39, 17, 0.7, 9, 0
- CCN(CC)c1ccc(/C=C(/C#N)C(=O)NC(C)C)o1
    -3, -10, -6, 0, 28, 5, -0.8, 2, 1
- C#CCOCCOCCOCCNc1nc(N2CCN(C(=O)[C@H](CCCCN)n3cc(C(N)CC(C)C)nn3)CC2)nc(N2CCN(C(=O)[C@H](CCC(=O)O)n3cc(C(N)[C@H](C)CC)nn3)CC2)n1 (stereo not given in full)
    -6, x, -10, -8, 13, -5, 0.1, -1, 2
- CCC(C)Oc1cccc(C(=O)Nc2ccccc2N2CCOCC2)c1 (stereo not given)
    -11, -7, -27, -7, 75*, 8, -2.2, 4, -3
- Cn1c(NCC(O)CO)nc2c1c(=O)n(Cc1ccc(Cl)c(Cl)c1)c(=O)n2C (stereo not given)
    -6, -5, 6, 7, 19, 1, -0.1, 6, -2
- COC(=O)COc1ccc(S(=O)(=O)N2CCOCC2)cc1C
    25, -10, 1, -9, 26, 0, -0.9, 1, -3
- COC(=O)c1cccc(C(=O)N2CCCC(C(=O)c3cc(F)ccc3F)C2)c1 (stereo not given)
    -10, -4, -10, -8, 9, 9, 0.0, 3, -3
- CCCC(=O)NC(Nc1ccc(S(=O)(=O)Nc2cc(C)on2)cc1)(C(F)(F)F)C(F)(F)F
    -6, -14, -3, -15, -9, 0, 1.2, 1, 1
- COc1ccc(Nc2nc(C(=O)N3CCc4cc(OC)c(OC)cc4C3)cs2)cc1
    -1, -15, -7, 3, 4, x, 1.2, 0, 5
- CCOc1ccc(S(=O)(=O)NCC(=O)N(C)Cc2cccnc2)cc1
    1, 3, 2, -2, 15, -3, -0.7, 5, 2
- CCn1c(SCC(=O)N2CCCCC2)nc(O)cc1=O
    2, -5, 15, -22, 0, 0, 0.6, 7, -5
- COC(=O)c1cc(-c2ccccc2)n[nH]1
    -1, -5, -7, 2, 15, -3, 0.0, -1, 3
- CCOC(=O)N1CCC(N2CCCC(CO)(Cc3cccc(OC)c3)C2)CC1 (stereo not given)
    7, -81, 12, -16, -2, 3, 2.1, 4, -3
- O=C1NC(=O)c2c(NC(=O)C3CCCO3)cccc21 (stereo not given)
    -9, -23, -9, -21, 21, 10, 2.5, 4, 2
- Cc1onc(-c2ccccc2Cl)c1-c1nc(-c2ccncc2)no1
    -30, -2, -38, 21, 22, 17, -0.5, 4, -1
- Cc1c(Br)c([N+](=O)[O-])nn1C(C)C(=O)N1CCCc2ccccc21 (stereo not given)
    -11, -1, 3, -6, 6, 7, 2.3, 1, -3
- CSc1ccc(CN2C(=O)NC3(CCCCC3)C2=O)cc1
    -9, -11, -9, -3, 16, -3, 0.2, 7, 5
- O=C(NCc1ccccc1)c1n[nH]nc1-c1ccccc1O
    11, -5, -6, -8, 12, 7, -0.2, 1, 0
- Cc1c(Cl)cccc1NC(=O)CN1CCN(CCN=CC2=C(O)CC(c3ccccc3)CC2=O)CC1 (stereo not given)
    -4, 1, 8, -23, 26, 8, -0.8, 4, 2
- NC(=O)C(c1ccc(Cl)cc1)c1ncc(C(F)(F)F)cc1Cl (stereo not given)
    -17, -7, -18, -7, -18, 2, 0.2, 2, 3
- CCOc1ccc(NC(=O)c2ccc(NC(=O)c3cn4c5c(c(N6CCN(C)CC6)c(F)cc5c3=O)OCC4C)cc2)cc1 (stereo not given)
    5, 82*, -9, 2, 35, 2, 0.3, 0, -4
- N#Cc1ccc(CSc2nnc(-c3c[nH]c4ccccc34)n2-c2ccccc2)cc1
    16, 2, 26, -8, 23, -6, 1.7, 6, 2
- Cc1cc2cc(CNC(=O)Nc3cccc(Cl)c3)ccc2n1C
    -5, -15, 14, 14, 17, -1, -0.3, 7, 0
- Cc1ccccc1-c1nc(-c2ccccn2)no1
    3, 20, -10, -21, 56, -2, -0.2, 12, 11
- Cc1cc(C)cc(C(=O)N(NC(=O)Nc2ccc(Cl)cc2)C(C)(C)C)c1
    -9, 0, 38, -12, 2, -5, -1.9, 0, -4
- COCCNC(=S)Nc1cc(OC)c(OC)cc1C#N
    -2, -3, 1, -15, -3, -4, -0.6, 2, -2
- Cc1nc([N+](=O)[O-])cn1-c1ccc(N)cc1
    3, -5, 1, -9, 6, 13, 1.0, 9, 1
- COc1ccc(C(=O)C2CCCN(C(=O)C3=CCCC3)C2)cc1OC (stereo not given)
    2, 0, 6, -1, 1, -1, 0.5, 8, 0
- COc1ccc(OC)c(C(=O)c2coc3ccc(OC)cc23)c1
    -12, -3, -31, 12, 17, 3, 0.2, 12, 4
- COc1ccc(C(=O)/C=C/Nc2ccc(S(=O)(=O)Nc3onc(C)c3C)cc2)cc1
    -7, 2, 1, -3, 11, -3, -1.0, 11, 2
- CC(=O)N/C(=C/c1ccc(OS(=O)(=O)c2ccc(C)cc2)cc1)C(=O)NCCCO
    4, -1, 14, 2, -7, x, -0.6, -4, -5
- O=C(CCN1C(=O)c2ccccc2C1=O)Nn1cnnc1
    15, -2, 3, -10, 32, -6, 0.1, 6, 1
- CC(=O)c1c(C)[nH]c(C(=O)OC(C)C(=O)Nc2cc(S(=O)(=O)N3CCCCC3)ccc2Cl)c1C (stereo not given)
    1, -10, 6, 0, 31, 4, -0.1, 1, -3
- Cc1ccc(NC(=S)N2CCC(N(C)CC3CCCO3)CC2)c(C)c1 (stereo not given)
    8, -23, -1, 7, -3, 2, -5.5, 2, -1
- CCOC(=O)CSc1nnc(-c2ccc([N+](=O)[O-])cc2)o1
    -19, -13, -12, -6, -3, 4, -2.0, 3, -3
- Cc1ccc2c(Cl)cc(Cl)c(OCC(=O)N3CCCC3)c2n1
    1, -1, 10, -14, 19, 0, -0.5, 8, 0
- CCC(C)N(C(=O)COC(=O)CCc1c[nH]c2ccccc12)C1CCS(=O)(=O)C1 (stereo not given)
    -20, -39, -6, -4, -26, 12, -0.6, 6, -1
- COc1ccc(/C=C/C(=O)O/N=C(\N)c2cccnc2)cc1OC
    -3, -5, 20, -12, -4, x, 1.4, -4, -9
- COc1ccc2cc(CCNC(=O)c3cccc([N+](=O)[O-])c3)c(=O)[nH]c2c1
    -5, -4, -11, 8, 8, 0, 0.9, 3, -2
- Cc1cccc(C(=O)OCC(=O)NCCCc2ccccc2)c1
    5, 1, -16, 3, -1, 5, 0.1, -2, -4
- Cn1c(Cn2c(=O)sc3ccccc32)nnc1SCc1cccnc1
    17, 4, 22, -6, 9, -2, 3.0, 5, -3
- CC1CN(C(=O)c2cc3ccccc3oc2=O)CC(C)O1 (stereo not given)
    17, 0, 12, -11, -4, -2, -0.2, -1, -3
- O=C(NC1CCCCC1)c1ccccc1NC(=O)C1CC(=O)N(c2ccccc2)C1 (stereo not given)
    4, -5, 4, -6, 5, -1, 0.7, 6, -2
- c1ccc2c(c1)oc1c(NCC3CCCO3)ncnc12 (stereo not given)
    10, -8, 20, -8, 7, 6, 0.8, 0, -1
- COc1ccc(-c2ncn(CCC#N)c2[N+](=O)[O-])cc1
    2, -20, -5, -13, -25, -5, -1.3, -2, -2

Entries shown so far that contain an aryl methoxy group (11):
The line under a structure holds: NPY2 pot ag, NCF1 inh, NPY-Y1 PAM-ag, S1P4 antag, CHOP inhibitor, NPY-Y1 antag, S1P4 agonist, BaF3 parental, Ba/F3 V617F tox
- COc1cc2c(cc1NC(=S)Nc1cccc3ccccc13)oc1ccccc12
    8, -10, -4, -4, 41, 6, -2.4, 1, -5
- COc1cc([N+](=O)[O-])ccc1NC(=O)CN1CCOCC1
    1, 2, 12, -6, 7, -1, -0.2, 4, 1
- COc1ccc(Nc2nc(C(=O)N3CCc4cc(OC)c(OC)cc4C3)cs2)cc1
    -1, -15, -7, 3, 4, x, 1.2, 0, 5
- CCOC(=O)N1CCC(N2CCCC(CO)(Cc3cccc(OC)c3)C2)CC1 (stereo not given)
    7, -81, 12, -16, -2, 3, 2.1, 4, -3
- COCCNC(=S)Nc1cc(OC)c(OC)cc1C#N
    -2, -3, 1, -15, -3, -4, -0.6, 2, -2
- COc1ccc(C(=O)C2CCCN(C(=O)C3=CCCC3)C2)cc1OC (stereo not given)
    2, 0, 6, -1, 1, -1, 0.5, 8, 0
- COc1ccc(OC)c(C(=O)c2coc3ccc(OC)cc23)c1
    -12, -3, -31, 12, 17, 3, 0.2, 12, 4
- COc1ccc(C(=O)/C=C/Nc2ccc(S(=O)(=O)Nc3onc(C)c3C)cc2)cc1
    -7, 2, 1, -3, 11, -3, -1.0, 11, 2
- COc1ccc(/C=C/C(=O)O/N=C(\N)c2cccnc2)cc1OC
    -3, -5, 20, -12, -4, x, 1.4, -4, -9
- COc1ccc2cc(CCNC(=O)c3cccc([N+](=O)[O-])c3)c(=O)[nH]c2c1
    -5, -4, -11, 8, 8, 0, 0.9, 3, -2
- COc1ccc(-c2ncn(CCC#N)c2[N+](=O)[O-])cc1
    2, -20, -5, -13, -25, -5, -1.3, -2, -2

Assay outcomes: PubChem, several laboratories
